Rpn11 block – inhibitors of human proteasome Rpn11; O00487; actives 0.59% (n = 360,000); human 26S proteasome, Ub4-pepOG fluorescence polarization; 20S core pre-blocked with epoxomicin; calls only at 20 µM;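 active means inhibition at 20 µM, scaled to each plate's controls, above about 33%, limit read from the data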
Target sequence (O00487 whole entry, looked up): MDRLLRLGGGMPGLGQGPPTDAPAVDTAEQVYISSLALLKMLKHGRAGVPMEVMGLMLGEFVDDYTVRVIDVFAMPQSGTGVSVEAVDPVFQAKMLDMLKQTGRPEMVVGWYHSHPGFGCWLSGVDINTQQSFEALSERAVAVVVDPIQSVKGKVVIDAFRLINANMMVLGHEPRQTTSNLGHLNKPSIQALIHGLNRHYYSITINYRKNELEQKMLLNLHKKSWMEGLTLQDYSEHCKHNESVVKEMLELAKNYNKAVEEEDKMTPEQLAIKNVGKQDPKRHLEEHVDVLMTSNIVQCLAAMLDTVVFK
MLLE-PAM2 inh – blocks PAM2 peptide binding to the PABP1 MLLE domain. GST-MLLE / FITC-PAM2 fluorescence polarization. inhibition, % at 20 µM. actives 0.36% (n = 360,000); in the data active means inhibition above about 35%, passing the limit was not always enough;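 further: plate controls were DMSO wells with GST-MLLE for no effect and wells lacking GST-MLLE protein for full effect; some results filed as inactive read as strong as hits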
MsrA inh – bovine MsrA inhibition | inhibition, % at 15.5 µM | AID 651718 | purified bovine MsrA, absorbance read-out | actives 0.75% (n = 360,000); in the data active means inhibition above about 4.5%;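 further: 0% = vehicle wells with enzyme and 100% = reference inhibitor wells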
MT1-MMP act inh – blocks activation of human MT1-MMP; AID 651647; GFP/RFP ratio change, % at 20 µM; actives 0.061% (n = 360,000); P50281; HT1080 RFP-PRO-GFP cells, GFP/RFP ratio fluorescence, overnight; percent of plate control window, DMSO zero;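 active means GFP/RFP ratio change of at least 30% with cell ATP level not reduced by more than half and red fluorescence within 50% of control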; further: strong numbers were not always called active
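Read-out: GFP/RFP fluorescence ratio; Test system: RFP-PRO-GFP reporter HT1080 cells; Compound dosing: single-point 20 µM compound, 1% DMSO; Times: overnight compound exposure at 37 °C.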
eLon inh – E. coli protease La inhibition; inhibition, % at 7.94 µM; AID 602123; actives 0.42% (n = 360,000); purified E. coli Lon protease, fluorescence polarization; in the data active means inhibition above about 13%, passing the limit was not always enough;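 further: 0% = enzyme with probe and DMSO and 100% = no enzyme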
CSN deneddyl inh – CSN deneddylation inhibition. AID 651999. actives 0.38% (n = 360,000). inhibition, % at 12.5 µM. Q92905. Purified CSN, SCF-Nedd8-OG deneddylation, fluorescence polarization;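 active means pattern-corrected inhibition above about 35%, with an unprinted fluorescence ratio check between 0.5 and 1.5, limit read from the data, passing the limit was not always enough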;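 further: 0% = enzyme with substrate and 100% = substrate without enzyme; some results filed as inactive read as strong as hits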
Target sequence (Q92905 whole entry, looked up, one chain of several): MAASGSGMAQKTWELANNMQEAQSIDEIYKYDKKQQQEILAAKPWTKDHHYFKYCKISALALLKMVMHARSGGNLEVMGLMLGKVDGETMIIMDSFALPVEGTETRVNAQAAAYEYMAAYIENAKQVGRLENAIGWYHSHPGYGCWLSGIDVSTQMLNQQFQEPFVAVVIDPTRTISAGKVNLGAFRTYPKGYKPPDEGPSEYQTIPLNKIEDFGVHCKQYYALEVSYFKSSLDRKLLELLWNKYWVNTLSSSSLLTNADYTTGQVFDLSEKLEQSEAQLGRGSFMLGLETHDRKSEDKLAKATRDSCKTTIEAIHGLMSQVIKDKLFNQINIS
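Material: human Csn5 produced in HEK293T cells; Input: enzyme 0.24 nM; Reagent: SCFSkp2-Nedd8OG substrate at 10 nM final; Dosing: 12.5 µM compound; Incubation: 90 min reaction at room temperature; Detection: fluorescence polarization of the substrate; Evaluation: % inhibition of substrate cleavage by Csn5; Control set: substrate-only high control, full reaction low control.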
MsrA act – bovine methionine sulfoxide reductase A activation; actives 0.3% (n = 360,000); AID 602163; purified bovine MsrA, absorbance read-out; activation, % at 10.6 µM; in the data active means activation above about 7.5%;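 further: 0% = vehicle and 100% = reference activator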
Rin1-Abl PPI inh – human Rin1-Abl interaction inhibition | TR-FRET Rin1/Abl binding, biochemical | inhibition, % at 7.35 µM | actives 0.4% (n = 360,000) | AID 588664; in the data active means inhibition above about 5%, passing the limit was not always enough
FAS TE block – blocks the thioesterase domain of human fatty acid synthase; AID 602261; P49327; inhibition, % at 15 µM; actives 0.67% (n = 360,000); recombinant FAS-TE, OMFH fluorogenic substrate, fluorescence endpoint;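 active means compounds whose normalised, plate-corrected inhibition of enzyme fluorescence in the single-dose primary screen is 50% or more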;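 further: 0% = DMSO with enzyme and 100% = substrate without enzyme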
* marks the source's active call; other numbers are inactive results; i = inactive; nt = no result given.

cpd	Structure	Rpn11 block	MLLE-PAM2 inh	MsrA inh	MT1-MMP act inh	eLon inh	CSN deneddyl inh	MsrA act	Rin1-Abl PPI inh	FAS TE block
1	CCNc1cc(N2CCOCC2)nc(SC)n1	i	-6.9	0.4	-0.9	-1.6	1.1	-1.6	0.1	0.6
2	O=C(CSc1nnnn1-c1cccc(C(=O)O)c1)NC(c1ccccc1)c1ccccc1	i	5.0	1.4	2.8	6.4	-5.0	0.7	1.3	2.7
3	C=CCOc1cccc(C2C(C(=O)c3ccco3)=C(O)C(=O)N2Cc2ccco2)c1 (centres undefined)	i	6.8	1.3	-2.5	-4.6	8.1	-4.9	-1.5	-0.4
4	CCOc1ccc(S(=O)(=O)N2CCCC(C(=O)NCc3ccccn3)C2)cc1Cl (centres undefined)	i	16.9	-0.3	4.3	6.3	-5.1	-2.7	-1.5	-5.8
5	O=S(=O)(c1ccc(F)cc1)c1nc(-c2ccc(F)cc2)oc1NCCN1CCOCC1	i	2.7	1.0	-0.8	1.1	3.1	0.0	-0.8	3.0
6	COc1coc(C(O)C[N+](=O)[O-])cc1=O (centres undefined)	i	-37.4	-1.2	-1.0	3.8	1.7	-1.7	-1.6	-2.5
7	CC1CCN(C(=O)c2nc[nH]c2C(=O)N2CCc3ccccc3C2)CC1	i	11.0	-0.3	-1.0	-1.4	-3.4	-1.9	0.5	-9.4
8	O=C(/C=C/c1ccc(F)cc1)NC(=S)N1CCN(c2ccccn2)CC1	i	-91.0	0.1	0.1	7.6	-4.3	-5.3	-3.2	3.5
9	Clc1ccc2c(NCc3ccccn3)ccnc2c1	i	-0.5	0.9	7.0	8.8	1.9	-10.7	0.6	-4.3
10	Cn1c(N)c(C(=O)CSc2nnc(C3CC3)n2Cc2ccccc2)c(=O)[nH]c1=O	i	-46.2	-0.5	-2.9	-6.0	-4.9	-1.0	1.8	-6.2
11	Cc1ccc(OCC(=O)Nc2ccc3c(c2)nc2n3CCOC2)cc1	i	-4.4	0.8	1.4	-11.6	4.4	2.3	-2.9	-3.4
12	Cc1nnc(SCC(=O)NNC(=O)c2ccccc2)n1N	i	-2.0	-1.4	0.7	-3.6	-2.6	-1.2	1.1	-2.6
13	Cc1ccccc1N(C(=O)CNC(=O)c1ccco1)C(C(=O)NC1CCCC1)c1ccncc1 (centres undefined)	i	4.4	1.3	-2.5	0.9	2.3	-5.0	0.7	6.5
14	O=C1c2ccccc2S(=O)(=O)N1CCOc1ccc(F)cc1	i	13.2	2.1	2.6	0.9	-2.1	-2.0	-1.6	10.0
15	C=C1C(=O)C=C2CN(C(=O)c3ccccc3)[C@@](Cc3ccc(F)cc3)(C(=O)OC)[C@@H]12	i	-0.7	nt	-16.6	-20.3	-1.2	-2.6	2.5	-1.7
16	CC(=O)Nc1ccc(S(=O)(=O)N2CCN(Cc3ccccc3[N+](=O)[O-])CC2)cc1	i	10.2	-0.4	-3.0	-5.8	0.7	-3.7	-3.0	18.1
17	C#Cc1ccc([C@@H]2C=C(C(=O)NCc3ccccc3)O[C@H](OCC)[C@H]2CCCO)cc1	i	-1.3	0.7	2.8	-8.4	-2.1	-2.2	2.1	0.6
18	COc1ccc(CNC(=O)c2sccc2C)cc1	i	-5.5	0.0	-4.4	4.4	0.8	0.6	3.0	-6.7
19	Cc1nn(C)c(C)c1NC(=O)C12CC3CC(CC(C3)C1)C2	i	16.8	0.3	13.6	-0.8	-4.5	-0.5	-0.9	-9.9
20	COc1ccc(C)cc1NC(=O)c1cccc(-c2ccc(OC(C)=O)cc2)c1	i	-9.0	-0.6	-4.3	-4.9	-0.7	-2.1	-1.9	21.9
21	COc1ccc(C(CC(=O)Nc2cc(C)ccn2)N2Cc3ccccc3C2=O)cc1 (centres undefined)	i	-1.4	0.1	2.6	-6.2	0.5	-2.6	1.4	1.0
22	Cn1c(=O)[nH]c(=O)c2[nH]c(NCCCN3CCOCC3)nc21	i	6.8	0.3	-1.7	-2.6	5.4	-3.1	-6.3	-6.4
23	COCCCNC(=O)C(=O)N/N=C/c1cc2c(cc1Br)OCO2	i	5.6	5.0*	5.7	9.1	-0.6	-2.9	-5.3	-4.6
24	Cc1cccc(N2CCN(C(=O)c3cc(COc4ccc(F)c(F)c4)on3)CC2)n1	i	-7.6	0.1	0.6	-3.4	-6.1	-2.3	2.1	19.4
25	COc1cc(CC(NC(C)=O)C(=O)NC2CCN(C(=O)Nc3ccccc3Cl)CC2)cc(OC)c1 (centres undefined)	i	14.9	-0.9	1.7	13.4	1.4	-2.8	0.1	-4.9
26	CC(=O)N1c2ccc(S(=O)(=O)N3CCCCC3)cc2CC1C(=O)Nc1cccc(C)c1 (centres undefined)	i	-2.5	-1.2	3.3	-3.0	0.4	-2.7	1.0	0.6
27	CNc1cnn(-c2ccc(C)cc2)c(=O)c1Sc1ccc(C)cc1	i	1.6	0.8	-10.2	1.1	-2.4	-4.1	-1.0	0.2
28	CCCC[n+]1ccn(C2=C([O-])c3ccccc3C(=O)/C2=N\S(=O)(=O)c2ccc(Br)cc2)c1	i	-0.6	-0.2	-3.4	4.4	-7.7	-2.0	0.2	11.3
29	CC(C)Nc1nc(NC(C)C)nc(Nn2cnnc2)n1	i	-9.9	-0.3	-1.9	-1.7	0.0	-3.9	1.0	-4.6
30	CC1CC(=O)c2cnc(Nc3ccccc3)nc2C1 (centres undefined)	i	12.7	3.8	5.3	-6.8	-4.5	-5.4	-1.6	-2.8
31	O=C(Nc1ccccn1)c1cc(-n2cnnc2)ccc1Cl	i	5.4	0.9	-1.3	5.8	-2.0	-5.5	-1.8	-9.0
32	CCOC(=O)C1CCCN(c2ccc(NC(=O)c3snc4c(=O)[nH]cnc34)cc2)C1 (centres undefined)	i	4.6	-0.1	11.3	2.4	3.8	0.1	-4.6	-9.8
33	COCCCNC(=O)c1cc(OC)c(OC)c(OC)c1	i	-1.5	-0.4	3.5	-3.6	-7.7	-4.8	0.4	3.5
34	COc1ccc(CN2C(=O)C(CC(=O)NCCc3ccccn3)CC(C(=O)N(C)C)=C2C)cc1 (centres undefined)	i	-3.2	-0.7	0.4	-4.5	1.4	-2.8	-2.7	-11.4
35	CCCC(=O)Nc1c2c(nn1-c1ccc([N+](=O)[O-])cc1)CS(=O)(=O)C2	i	8.3	1.7	0.9	10.4	0.8	-1.7	-0.1	0.7
36	COc1ccc(-c2csc3nc(C)nc(N4CCCCC4)c23)cc1OC	i	-14.7	-0.3	-5.3	3.0	-0.5	0.3	-0.6	16.3
37	O=C(c1ccc(COc2ccc(F)cc2)o1)n1cccn1	i	9.1	-0.6	-0.1	1.6	2.1	-1.0	0.2	2.8
38	CC(CCc1ccccc1)N1CCN(Cc2ccccc2)CC1 (centres undefined)	i	3.2	0.9	4.0	-1.0	-6.5	1.8	1.7	-6.1
39	NC(=O)C1CCN(CC(=O)Nc2ccccc2Sc2ccccc2)CC1	i	-8.7	-0.7	-2.2	-0.5	-0.9	-0.4	7.3*	-4.3
40	O=C(NCCO)c1cccc(S(=O)(=O)N2CCCCC2)c1	i	6.0	1.0	7.4	-9.0	-3.5	-11.9	4.2	-9.8

Entries of single compounds from above. Screens in order: Rpn11 block | MLLE-PAM2 inh | MsrA inh | MT1-MMP act inh | eLon inh | CSN deneddyl inh | MsrA act | Rin1-Abl PPI inh | FAS TE block
O=C(c1ccc(COc2ccc(F)cc2)o1)n1cccn1 across the screens: i | 9.1 | -0.6 | -0.1 | 1.6 | 2.1 | -1.0 | 0.2 | 2.8
O=C(NCCO)c1cccc(S(=O)(=O)N2CCCCC2)c1 across the screens: i | 6.0 | 1.0 | 7.4 | -9.0 | -3.5 | -11.9 | 4.2 | -9.8
CCCC(=O)Nc1c2c(nn1-c1ccc([N+](=O)[O-])cc1)CS(=O)(=O)C2 across the screens: i | 8.3 | 1.7 | 0.9 | 10.4 | 0.8 | -1.7 | -0.1 | 0.7

Next section
cpd	Structure	Rpn11 block	MLLE-PAM2 inh	MsrA inh	MT1-MMP act inh	eLon inh	CSN deneddyl inh	MsrA act	Rin1-Abl PPI inh	FAS TE block
41	CCC(=O)Nc1cccc(NC(=O)CSc2nnnn2Cc2ccccc2)c1	i	-30.5	1.2	-10.8	-2.0	2.7	-7.6	1.2	-2.8
42	COc1ccc(CNC(=O)CCN2C(=S)NC(C)(C)CC2C)cc1 (centres undefined)	i	-56.2	1.9	0.0	12.0	-8.5	-6.0	-6.2	1.1
43	COc1ccc(OC)c(S(=O)(=O)Nc2ccc(O)c3ccccc23)c1	i	15.1	1.5	3.7	16.4	4.7	-4.0	-0.1	-1.4
44	CCCn1nc(NC(=O)c2cccs2)c2cc3cc(C)ccc3nc21	i	-46.5	-0.7	-1.8	2.7	1.9	-6.0	3.6	20.3
45	COc1ccc(OC)c(NC(=O)/C=C/c2ccccc2[N+](=O)[O-])c1	i	-15.1	0.8	6.1	-7.8	-4.5	-3.4	-0.2	8.2
46	COc1ccc(NC(=O)N(C)C[C@H]2OCCCC[C@@H](C)Oc3ccc(N(C)C)cc3C(=O)N([C@H](C)CO)C[C@@H]2C)cc1	i	-16.9	0.1	2.0	-4.0	2.0	-2.2	-1.3	-5.5
47	CCN(CC(=O)Nc1ccc(NC(C)=O)cc1)C(=O)c1ccc(N2C(=O)c3ccccc3C2=O)cc1	i	4.9	0.4	-2.1	-10.2	2.2	-1.7	1.4	1.5
48	Cc1ccccc1Cn1nc(C)c(NC(=O)C(F)(F)F)c1C	i	1.1	-1.7	1.2	-21.3	2.2	-1.4	0.5	-11.1
49	CCOC(=O)C1=NNC2(c3ccc(C)cc3)C(=O)N(c3ccc(Cl)cc3)C(=O)C12 (centres undefined)	i	-6.7	1.8	-0.7	0.1	2.3	-1.7	1.8	17.0
50	CC(C)(C)NC(=O)CN(CCN1CCOCC1)C(=O)CNS(=O)(=O)c1ccc(Cl)cc1	i	8.7	-0.4	-0.1	-6.5	3.1	-3.0	3.1	-3.8
51	O=C(NC1CC1)c1ccc2c(c1)ncn2C1CCCC1	i	-9.7	3.1	1.9	3.3	0.9	-2.5	-2.1	-7.1
52	COCCn1c(=N)c(S(=O)(=O)c2ccc(F)cc2)cc2c(=O)n3cccc(C)c3nc21	i	-5.3	-0.5	-2.5	-8.3	1.7	-3.1	2.3	21.4
53	COc1ccc([C@H]2N[C@]3(CCCN(Cc4ccccc4)C3=O)[C@H]3C(=O)N(C)C(=O)[C@@H]23)cc1	i	13.9	0.6	6.4	-6.4	0.1	-6.5	0.3	-12.2
54	O=C(C1CCCO1)N(c1ccc(F)cc1)C1C=CS(=O)(=O)C1 (centres undefined)	i	4.4	1.4	-2.2	0.3	0.1	0.4	3.1	-4.3
55	CC(OC(=O)C1CCN(c2ccc(C(F)(F)F)cn2)CC1)C(=O)Nc1ccc(S(N)(=O)=O)cc1 (centres undefined)	i	-10.9	0.9	0.6	-0.3	0.4	7.0	-0.9	1.5
56	O=C1C2CCCCN2C(=O)N1CCN1CCN(c2ccc([N+](=O)[O-])cc2)CC1 (centres undefined)	i	-3.3	1.4	3.2	1.2	-1.1	6.0	-4.5	-1.6
57	Nc1ccccc1SCc1cn2cccnc2n1	i	-2.6	1.7	-1.1	-1.2	-3.9	0.1	-0.1	-3.8
58	CCOc1ncccc1C(=O)OCC(=O)c1ccc(OC)c(OC)c1	i	9.3	0.3	-3.0	-5.9	-5.5	-10.4	0.7	-3.8
59	CC(=O)c1ccc(-c2ccc(C(=O)Nc3nc(-c4ccccn4)cs3)o2)cc1	i	10.1	2.2	7.1	-11.2	8.4	-4.8	-0.9	3.4

High-throughput results (PubChem BioAssay)
